thrombin 1536: inhibitors of human thrombin; P00734; alpha-thrombin, Boc-VPR-AMC fluorogenic substrate cleavage; inhibition, % at 5 µM; 220,000 tested, 0.26% active; AID 1046;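 active = inhibition at or above 40%; inactive = inhibition below 40%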;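 also: 0% = enzyme with no compound and 100% = wells without enzyme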
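Material: human alpha-thrombin protein; Also added: Boc-VPR-AMC substrate, 15 µM final; Timing: enzyme reaction carried out at room temperature; Signal: fluorescence, ex 355 nm, em 460 nm; Measure: % inhibition of thrombin; Controls: enzyme without compound as high, wells lacking enzyme as low.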
Cl transport mod: KCC2 (human) Cl- transport modulation; Q9H2X9; KCC2 cells, thallium flux FluoZin-2 fluorescence; B-score of Tl+ flux slope (higher = more flux/activation; lower = inhibition) at 10 µM; 190,000 tested, 2.2% active;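 active = thallium flux slope and its plate-corrected score both differing from the plate sample mean at a set confidence after two filtering rounds, in either direction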;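 also: slope of fluorescence scaled to starting intensity during 10 to 20 s after thallium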
eIF4E-4G inh: eIF4E/eIF4G interaction inhibition in translation initiation; TR-FRET eIF4E-eIF4GI(517-606) binding, 2 h; inhibition, % at 21.7 µM; 220,000 tested, 0.37% active; AID 782;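 also: 0% = full FRET control wells and 100% = background wells lacking eIF4GI fragment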
p47phox inh: inhibitors of human p47phox binding; P14598; p47phox/p22phox peptide binding, fluorescence polarization, 2 h; inhibition, % at 24.7 µM; 220,000 tested, 0.53% active; AID 1274;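 also: 0% = p47phox with labelled peptide and 100% = labelled peptide alone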
Furin inh: human furin inhibition; inhibition, % at 30 µM; 220,000 tested, 0.061% active; AID 463115; P09958; purified furin, fluorogenic substrate cleavage; in the data active = inhibition above about 25%; also: inactives centre near -15
Target sequence (P09958 108-714 limits assumed): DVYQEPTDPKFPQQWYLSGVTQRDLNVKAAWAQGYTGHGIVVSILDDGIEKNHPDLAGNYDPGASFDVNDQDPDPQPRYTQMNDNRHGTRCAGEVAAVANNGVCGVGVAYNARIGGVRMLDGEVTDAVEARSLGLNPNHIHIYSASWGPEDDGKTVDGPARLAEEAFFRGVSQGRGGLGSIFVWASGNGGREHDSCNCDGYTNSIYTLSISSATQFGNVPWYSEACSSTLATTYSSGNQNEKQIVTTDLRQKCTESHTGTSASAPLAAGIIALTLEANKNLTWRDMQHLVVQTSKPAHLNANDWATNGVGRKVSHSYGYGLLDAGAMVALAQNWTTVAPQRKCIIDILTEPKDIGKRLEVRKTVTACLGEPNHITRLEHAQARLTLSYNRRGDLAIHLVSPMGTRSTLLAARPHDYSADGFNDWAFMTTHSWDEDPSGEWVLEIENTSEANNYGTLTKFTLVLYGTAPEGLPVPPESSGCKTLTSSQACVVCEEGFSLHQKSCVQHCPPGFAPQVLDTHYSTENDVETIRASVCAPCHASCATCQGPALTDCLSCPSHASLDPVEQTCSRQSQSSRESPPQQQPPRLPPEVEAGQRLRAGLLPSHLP
EBV gp42 inh: inhibitors of Epstein-Barr virus glycoprotein 42 | Fluorescence polarization binding assay, mP read-out | inhibition, % (tested at 21.74 µM) | 220,000 tested, 0.42% active | AID 1085; in the data active = inhibition above about 50%
Rad51 HR inh: Rad51 (human) homologous recombination inhibition | inhibition, % at 10 µM | hRad51 DNA strand exchange, fluorescence dequenching | Q06609 | 200,000 tested, 0.085% active;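 active = inhibition above 40% at the single screening dose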;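 also: 0% = DMSO control wells and 100% = blanks with heterologous ssDNA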
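Material: human Rad51–ssDNA filaments; Probe or stimulus: labelled 47-mer dsDNA for strand exchange; Doses: single 10 µM dose; Incubation: 37 °C 15-min filament assembly, 30-min compound preincubation, 15-min exchange; Technique: FRET fluorescence dequenching, excitation 485 nm, emission 520 nm; Measure: Fluorescence-based percent inhibition, control- and blank-normalised; Benchmarks: plate control and blank wells.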
14-3-3 Bad PPI: disrupts binding of bovine 14-3-3 zeta to phospho-Bad peptide; P63103; TR-FRET 14-3-3zeta/Dy647-pBad peptide displacement, 1 h; inhibition, % at 21.7 µM; 220,000 tested, 0.71% active; AID 781;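 active = inhibition above about 70%, limit read from the data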;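 also: 0% = full 14-3-3 plus peptide FRET controls and 100% = background without 14-3-3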
Target sequence (P63103 whole entry, looked up): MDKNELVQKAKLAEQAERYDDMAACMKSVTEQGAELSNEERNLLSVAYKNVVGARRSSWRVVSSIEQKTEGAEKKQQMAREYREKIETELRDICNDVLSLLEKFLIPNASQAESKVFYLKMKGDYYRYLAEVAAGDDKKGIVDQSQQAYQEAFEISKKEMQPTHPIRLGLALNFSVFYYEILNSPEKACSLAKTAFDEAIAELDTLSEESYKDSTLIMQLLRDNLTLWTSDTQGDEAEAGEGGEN
hK5 inh: inhibitors of human kallikrein 5. Q9Y337. recombinant hK5, fluorogenic AMC substrate cleavage. inhibition, % at 5 µM. 210,000 tested, 0.59% active;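 active = inhibition of 40% or more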;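 also: 0% = enzyme controls without compound and 100% = no-enzyme blanks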
Target sequence (Q9Y337 67-293 limits assumed): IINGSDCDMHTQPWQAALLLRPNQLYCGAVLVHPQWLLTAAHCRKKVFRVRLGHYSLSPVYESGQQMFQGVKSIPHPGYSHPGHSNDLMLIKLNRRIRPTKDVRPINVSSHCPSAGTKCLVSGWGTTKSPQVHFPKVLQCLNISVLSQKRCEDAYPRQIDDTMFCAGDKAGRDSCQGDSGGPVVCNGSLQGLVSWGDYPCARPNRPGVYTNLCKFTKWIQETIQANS
* hit, by the source's call; . = not tested or not shown; & = joins results of further samples; [ ] = another dose, or the depositor's remark.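 The calls were made as follows, unless noted: active = inhibition above about 30% (limit read from the data); inactive = the rest.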

SMILES	thrombin 1536	Cl transport mod	eIF4E-4G inh	p47phox inh	Furin inh	EBV gp42 inh	Rad51 HR inh	14-3-3 Bad PPI	hK5 inh
COC(=O)C1=CO[C@@H](C)[C@@H]2CN3CC[C@@]4(C(=O)Nc5ccccc54)[C@@H]3C[C@H]12	-8	-0.1	-4	14	-10	39	-4	8[fluorescence artefact?]	19
CCCCCc1nc2c(c(=O)c3ccccc3n2C)c(=O)n1C1CCCCCC1	-6	-1.2	15	17	-20	9	0	24[fluorescence artefact?]	-7
O=C1NC(=O)N(c2cccc(F)c2)C(=O)/C1=C/c1ccc(N2CCOCC2)cc1	-1	0.49	-1	-22	-10	-11	-11	-2	-3
Cn1c(NN=O)nc2ccccc21	-4	.	0	1	-11	-8	7	-5	10
OC(c1ccccc1)(c1ccccc1)C1CCNCC1	3	0.26	-2	-9	-8[20 µM]	-5	-4	-3	-23
Cc1ccc(OP(N)(=O)Oc2ccc(C)cc2)cc1	-5	-1.3	-5	-3	-13	-8	1	-7	-4
CN1C(=O)c2ccccc2Sc2ccc(C(=O)N3CCC4(CC3)OCCO4)cc21	-1	-0.042	-1[fluorescence artefact?]	1	-9	2	.	-6	-5
Cc1ccc(N2C(=O)/C(=C/c3ccc(CN(CCC#N)S(C)(=O)=O)o3)C(=O)NC2=S)cc1C	5	.	8	-37	-23[20 µM]	-4	-118	10	-42
CCCCCSc1cc(OC)c(CCNC)cc1OC	1	1.3	3	-13	-14[20 µM]	-23	-8	6	-3
CN(C)C(=O)Oc1ccc(-c2cn3cc(C(F)(F)F)ccc3n2)cc1	-2	0.069	8	-4	-6	-15	.	-6[fluorescence artefact?]	-18
O=c1[nH]c(=S)n(CCC2=CCCCC2)c(O)c1C=NCCCn1ccnc1	-14	0.51	-9[fluorescence artefact?]	-177	-18[20 µM]	-25	-9	-5	-35
COc1cc2c(cc1OC)[C@@]13CCN4CC5=CCO[C@H]6CC(=O)N2[C@H]1[C@H]6[C@H]5C[C@H]43	0	-0.66	-1	1	-11	-3	9	0[fluorescence artefact?]	-6
Cc1nn(Cc2ccc(Cl)cc2Cl)c(Cl)c1C(=O)Nc1ccc(OC(F)F)cc1	-5	0.75	7	-10	6	-14	-1	-13[fluorescence artefact?]	-10
Cc1cc(C(=O)N=Nc2c(O)n(C)c3ccccc23)c(C)o1	-5	0.61	-3[fluorescence artefact?]	7	-8	-16	.	-22	-8
O=[N+]([O-])c1ccc(N2CCNCC2)cc1Sc1ccccn1	-3	0.93	11[fluorescence artefact?]	-8	0	-13	-4	-7[fluorescence artefact?]	-13
O=C(O)c1cccc2nc3ccccc3nc12	-11	-1.5	-2	10	-14	-8	9&-8	13	-1
CC(C)COc1ccc(C2(C#N)CC[N+](C)(C)CC2)cc1	1	.	3[fluorescence artefact?]	6	-16[20 µM]	-5	-2	1[fluorescence artefact?]	-4
CNCCc1nc(N)n[nH]1	0	-0.016	0[fluorescence artefact?]	-21	-14[20 µM]	-1	-3	50[fluorescence artefact?]	-7
CCCCn1c(O)c(C(C)=NCCc2ccccc2)c(=O)[nH]c1=O	2	-1.2	5	-2	-21[20 µM]	-12	0	12	-8
Cc1ccccc1-n1c(O)c(C=Nc2ccc(N(C)C)cc2)c(=O)[nH]c1=O	2	-0.018	-1	-25	27*	-25	-6	-5	-17
Cc1ccc(C)c(Cn2c(C(=O)O)c(C=O)c3ccccc32)c1	1	-1.8	5	-72	-16	-143	-265	0	-10
CCN(CC)C(=O)c1ccc(NC(=O)c2cc(-n3cnnc3)ccc2Cl)cc1	1	0.52	1	-8	-16[20 µM]	-10	3	10	6
CCCC[N+]12CCC(CC1)C(C(=O)c1cccs1)C2 (configuration not stated)	0	0.19	-9[fluorescence artefact?]	-2	-16[20 µM]	-74	2	18[fluorescence artefact?]	-12
O=C1NC(=O)C(CCc2ccccn2)(Cc2ccc3c(c2)OCO3)C(=O)N1CCc1ccccc1 (configuration not stated)	-1	-2.4	13	-8	-20[20 µM]	-18	1	-7	-12
Cc1ccc(C)c(NC(=S)NCCc2cnc[nH]2)c1	2	0.0038	-1	-11	-22	-3	4	-3	-1
Continuation:
SMILES	thrombin 1536	Cl transport mod	eIF4E-4G inh	p47phox inh	Furin inh	EBV gp42 inh	Rad51 HR inh	14-3-3 Bad PPI	hK5 inh
CCCCOP(=O)(OCCCC)/C(C#N)=C(/C)O	3	1.7	-4[fluorescence artefact?]	0	-10[20 µM]	-15	1	69[fluorescence artefact?]	3
CC(=O)NC1CC2CCCC(C1)N2 (configuration not stated)	-5	0.97	6	-10	-29	-21	4	7	-8
C[C@]12CCC(=O)C=C1CCC1C2CC[C@@]2(C)C1CC[C@@]2(O)CC#N (some centres not stated)	16	0.13	0	17	-14	-1	-7	-2	62*
Cn1cc2c([N+](=O)[O-])cc([N+](=O)[O-])cc2n1	-5	-0.048	14	-9	-15	15	-7	10	-4
CCc1nc2ccccc2c(=O)n1-c1cccc(OC)c1	3	.	4[fluorescence artefact?]	4	-5[20 µM]	-23	-6	4	-27
CC(=O)NN1C(=O)c2ccccc2NC1c1cccnc1 (configuration not stated)	-5	0.46	-1	-12	-15	-9	27	-2	-20
COc1cccc(NP(=O)(Oc2ccccc2Cl)Oc2ccccc2Cl)c1	-3	0.76	0	-11	-9	-7	-2	-3	-3
Cc1ccc(-c2nc3ccccc3c(=O)n2-c2ccc(O)cc2)cc1	.	-0.013	-2	7	-23	1	4	-6	0
Cc1c(N=Nc2c(O)[nH]c(=O)[nH]c2=O)c(=O)n(-c2ccccc2)n1C	0	1.2	-1	5	7	-33	-17	-9	-14
COC(=O)C(O)(c1ccc(NC(=O)Oc2ccccc2)cc1)C(F)(F)F (configuration not stated)	-2	1.2	-6	-5	-11	-9	5	1	-3
NCC(O)c1ccc(O)cc1 (configuration not stated)	-4	-0.73	4	0	-6	-5	-5	3	-7
Cn1c(O)c(C(c2ccncc2)c2c(O)n(C)c(=S)n(C)c2=O)c(=O)n(C)c1=S	0	-0.86	4	-14	-10[20 µM]	0	-1	-4[fluorescence artefact?]	-9
CC1(C)CN2C(c3ccc(Cl)cc3)N2C1 (configuration not stated)	5	-0.093	.	-4	-19[20 µM]	1	3	.	3
O=C(c1ccc2nc(-c3ccco3)c(-c3ccco3)nc2c1)N1CCC2(CC1)OCCO2	-4	.	20[fluorescence artefact?]	-13	.	-9	.	18	-27
O=C(O)CSC(=S)N1CC2CC(C1)c1cccc(=O)n1C2 (configuration not stated)	-9	-0.047	2	3	-27	-7	7	4	-2
c1ccc2c(c1)CSc1ccccc1C2C1=NCCN1 (configuration not stated)	-8	0.29	0	-2	-10	1	-4	2	-6
CN(C)CCCN=Cc1c(O)n(CCc2ccccc2)c(=O)[nH]c1=O	-11	.	-5	-11	-23[20 µM]	-71	-20	11	-18
COc1cc2occc2c2oc(=O)ccc12	-7	1.2	-1	-4	-10	-4	5	12	-8
O=C(c1cc(-c2ccc(Cl)cc2)n(-c2ccc(Cl)cc2Cl)n1)N1CCOCC1	0	.	7	-5	-6	-1	0	3	-4
Cc1ccc(-n2c(O)c(/C=N/c3ncc(Br)cc3Br)c(=O)[nH]c2=O)cc1	2	0.17	10	18	-12	-20	17	-4	-11
C=CCN1C(=O)NC(=O)/C(=C/c2ccoc2)C1=O	-4	-0.05	26	-9	-17	-30	-43	22[fluorescence artefact?]	-8
CN1CCC2(O)OCCCC2C1 (configuration not stated)	-2	-0.2	7	-3	-20	-6	-11	-2	7
CCOc1cc(C(=O)N2CCC3(CC2)OCCO3)cc(OCC)c1OCC	2	-1.5	5	0	-18[20 µM]	14	-6	14	3
C[N+]1(C)CCOC(O)(c2ccc(-c3ccc(C4(O)C[N+](C)(C)CCO4)cc3)cc2)C1 (configuration not stated)	-2	0.26	-2	-4	-14	-10	-10	-4	-6
Cc1ccc(C2(O)CCN3CCCCC32)cc1 (configuration not stated)	4	1.4	-7	-16	-4	-3	-8	-1	-6

Reformatted bar-delimited: part of the list above.
SMILES | thrombin 1536 | Cl transport mod | eIF4E-4G inh | p47phox inh | Furin inh | EBV gp42 inh | Rad51 HR inh | 14-3-3 Bad PPI | hK5 inh
Cc1ccc(-c2nc3ccccc3c(=O)n2-c2ccc(O)cc2)cc1 | . | -0.013 | -2 | 7 | -23 | 1 | 4 | -6 | 0
Cc1c(N=Nc2c(O)[nH]c(=O)[nH]c2=O)c(=O)n(-c2ccccc2)n1C | 0 | 1.2 | -1 | 5 | 7 | -33 | -17 | -9 | -14
COC(=O)C(O)(c1ccc(NC(=O)Oc2ccccc2)cc1)C(F)(F)F (configuration not stated) | -2 | 1.2 | -6 | -5 | -11 | -9 | 5 | 1 | -3
NCC(O)c1ccc(O)cc1 (configuration not stated) | -4 | -0.73 | 4 | 0 | -6 | -5 | -5 | 3 | -7

More results follow:
SMILES	thrombin 1536	Cl transport mod	eIF4E-4G inh	p47phox inh	Furin inh	EBV gp42 inh	Rad51 HR inh	14-3-3 Bad PPI	hK5 inh
CCC(=NCCCO)c1c(O)n(-c2ccc(OC)cc2)c(=O)[nH]c1=O	-1	0.44	8[fluorescence artefact?]	-9	-15	1	-2	-13	2
COC(=O)c1cccc(N=Cc2c(O)n(Cc3ccc(F)cc3)c(=O)[nH]c2=O)c1	1	1.1	3	-5	-13	-12	11	-1	-3
C=CCn1c(O)c(C=Nc2ccc(N(CC)CC)cc2)c(=O)[nH]c1=O	11	-0.078	-19	-79	-3[20 µM]	5	-18	-15	8
CC(C)c1ccc(C2N3CCCN23)cc1 (configuration not stated)	-7	1.4	23	-14	-17	-16	7	4	-13
O=C(Nc1nccs1)C(Cl)(Cl)Cl	-6	-0.35	6	-4	-29	-2	4	7	-2
CCCCn1c(O)c(C(CC)=NCc2ccc3c(c2)OCO3)c(=O)[nH]c1=O	-6	.	2	-9	-7	6	-6	-9	-9
CCOC(=O)c1c(-n2c(C)cc(C=C3C(=O)NC(=S)NC3=O)c2C)sc2c1CCCC2	6	.	-12	-104	-20[20 µM]	7	0	-14	-49
Cc1cc(C)[n+](C2C3CC4CC(C3)CC2C4)o1 (configuration not stated)	30	0.37	-1	-8	-13	4	.	32[fluorescence artefact?]	40
O=C(c1ccccc1)c1cn(CC(=O)N2CCOCC2)c2ccccc12	2	-0.54	-2	-7	21[20 µM]	-4	.	-2	-3
Cc1nc(Cl)sc1C(=O)Nc1ccc2ccccc2c1	-3	-3.1	-3[fluorescence artefact?]	-1	-8	-6	0	-9	-6
Clc1cccc(N2CCNCC2)c1Cl	0	-0.25	-3	-12	1[20 µM]	-7	3	11	-16
Cc1nc2ccccc2c(=O)n1-n1cnnc1	-21	0.82	-4	-6	-23	-5	-2	2	-8
COC(=O)C[C@]1(C(=O)OC)CN(C#N)N(c2ccc(Cl)cc2)C12c1ccccc1-c1ccccc12	-7	0.9	4	1	-18[20 µM]	5	1	2	-5
CCn1ccnc1CN1CCCC(C(=O)c2ccc(OC)cc2OC)C1 (configuration not stated)	-4	1.4	5	-14	-16	-1	-22	-2	-4
CCOC(=O)C1(CCCc2ccccc2)CCN(C2CCC2)CC1	2	-0.39	2	-15	-25	-6	-124	-7	4
COc1ccc(O)c2c(=O)c3c(OC)cc4c(c3oc12)C1C=COC1O4 (configuration not stated)	-5	-0.15	-2	0	-10	-12	-10	6	-1
O=C(Nc1ccccc1)Oc1ccccc1	-9	0.11	5	-8	-11[20 µM]	-2	-1	-14	-8
Cc1cc(C=C2C(=O)N(C)C(=S)N(C)C2=O)c(C)n1C1CCCCC1	1	.	-4	-59	2	10	-106	-10	-23
CN1C(=O)C(=Cc2ccc(Sc3ccccc3)o2)C(=O)N(C)C1=O	6	-2.5	1	-69	-20	39	4	-9	0

Assay outcomes from PubChem BioAssay.

A portion of the library (hit frequency here may not be typical).
